# Assay outcomes deposited in PubChem by National Center for Advancing Translational Sciences (NCATS).
# GRP78 ERSR act – inducers of ER stress response in human glioma cells | U87-MG GRP78 promoter luciferase reporter, 16 h | 420,000 tested, 0.02% active | Potency, µM, inactives show top-dose activation, usual class: activators; also: potency is read from the fitted curve at half-maximal effect; series mostly up to about 76 µM; % of control where 0% means no effect; nearly all actives have a fitted effect of over 35% in size
#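 ERSR induction read as luciferase luminescence (Bright-Glo, 10 min at room temperature) in stably transfected human U87-MG glioma cells exposed to compounds for 16 h, using GRP78 as sensor.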
# D2 agonist – agonists of human D2 dopamine receptor | P14416 | HEK293 T-REx D2 cells, calcium flux agonist mode | 340,000 tested, 0.53% active | activation, % at 2 µM | AID 485358;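 active = activation over 3 SD above normal in the single-dose calcium agonist read, cut at about 30% in these data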; also: 0% is about no effect
#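 HEK293 Trex D2 cells, tetracycline-induced, o/n 30 C 5% CO2; no-wash Ca dye, RT 30–90 min; 10-cycle baseline, 23 nl cpd added, kinetic Ca read 180 s; agonist hits = positive Ca response.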
# LDHA block – LDHA (human) enzyme inhibition | purified LDHA, NADH/diaphorase-resazurin fluorescence; stronger effect = lower value | activity change, % (values are at about 110 or 230 µM) | 480,000 tested, 0.15% active; in the data active = activity change below about -30%; inconclusive = mostly about -25% to -30%;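 also: plate controls were DMSO wells for no effect and wells without enzyme for full effect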
#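 LDH5 2 nM; NADH 0.06 mM, pyruvate 0.2 mM; 200 mM Tris pH 7.4, EDTA, Tween-20; 5 min RT. Detection: diaphorase 0.133 mg/mL + resazurin 37 µM, fluorescence ex540/em590 at 0 and 20 min; normalized to enzyme-free and DMSO wells.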
# ERG-DNA inh – blocks human ERG Ets domain binding to DNA | Potency, µM (top dose mostly 76.9 µM), for inactives: at the top dose FP activity, negative = inhibition, most hits filed as inhibitors | fluorescence polarization, His-ERG Ets domain / labelled DNA | AID 624246 | P11308 | 370,000 tested, 0.028% active; active = well fitted inhibition curve with a large enough effect in the polarisation, with a control signal flat; inconclusive = small, poorly fitted or top-dose-only effect, or effect the other way, or a change in a side signal; inactive = no such curve, though single readings can be large or run the other way; the % refers to the polarisation;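 also: polarization taken with two DNA probes labelled with fluorescein and Texas red; potency is read from the fitted curve at half-maximal effect; % of control where 0% means no effect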
# Target sequence (P11308 whole entry, looked up, the tested form may be a part): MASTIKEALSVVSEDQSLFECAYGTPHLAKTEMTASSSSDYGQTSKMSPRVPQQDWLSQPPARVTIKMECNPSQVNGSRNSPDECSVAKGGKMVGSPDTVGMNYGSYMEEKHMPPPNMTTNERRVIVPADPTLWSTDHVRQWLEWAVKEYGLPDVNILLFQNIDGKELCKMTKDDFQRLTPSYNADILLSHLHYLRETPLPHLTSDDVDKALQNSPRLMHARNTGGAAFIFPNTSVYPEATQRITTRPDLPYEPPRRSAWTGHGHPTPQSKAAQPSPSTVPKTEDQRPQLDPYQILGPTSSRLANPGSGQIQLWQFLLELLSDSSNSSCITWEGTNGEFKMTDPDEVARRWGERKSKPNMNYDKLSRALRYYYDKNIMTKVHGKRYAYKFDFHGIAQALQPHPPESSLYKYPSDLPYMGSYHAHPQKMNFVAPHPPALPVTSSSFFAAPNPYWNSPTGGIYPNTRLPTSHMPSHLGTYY
#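 His-tagged ERG Ets domain (1 uM in the protein solution; 300mM KCl, 50mM Tris-HCl, 1mM EDTA, 1mM DTT, pH 7.5) received compound, then a probe mix of 5 nM fluorescein-DNA and 100nM Texas-615-DNA. Fluorescence polarization was read for both dyes.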
# RGS4 inh – human RGS4 inhibition; P49798; Transcreener GDP fluorescence polarization, RGS4-accelerated GTP hydrolysis; Potency, µM (series often up to 114 µM), for inactives: at the top dose activity change, negative = inhibition, actives largely listed as inhibitors; 390,000 tested, 0.039% active; AID 504845; also: potency is read from the fitted curve at half-maximal effect; % is scaled to controls: 0 for no effect and ±100 for the full control effect; nearly all actives have a fitted effect of over 75% in size; some results filed as inactive show a strong effect at the top dose
# Target sequence (P49798 whole entry, looked up): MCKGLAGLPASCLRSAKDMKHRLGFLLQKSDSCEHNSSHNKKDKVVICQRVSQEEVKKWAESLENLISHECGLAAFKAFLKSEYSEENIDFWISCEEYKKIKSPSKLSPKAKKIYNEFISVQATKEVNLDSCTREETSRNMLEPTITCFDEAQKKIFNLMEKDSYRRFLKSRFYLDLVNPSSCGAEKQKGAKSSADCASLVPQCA
#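 MLSMR compounds (23 nl, pin-transferred) preincubated 10 min at room temperature with a 500nM (2x) first reagent, then RGS4 at 900nM (2x) plus Transcreener GDP mix added; fluorescence polarization (620/688 nm) read before and after 90 min at 30 °C.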
# Vif-A3F inh – blocks the Vif interaction with APOBEC3F; HeLa A3F-eYFP + Vif (tagged APOBEC3F with the HIV-1 protein that degrades it), YFP fluorescence increase; Potency, µM (highest dose often 46.1 µM), inactives show at the highest dose activity, negative = active; 390,000 tested, 0.2% active; also: potency is read from the fitted curve at half-maximal effect; % of control where 0% means no effect; nearly all actives have a fitted effect of over 65% in size
#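 HeLa cells stably expressing Vif plus C-terminally eYFP-tagged A3F were seeded, incubated overnight at 37 deg C, dosed with compound, incubated overnight again at 37 deg C. Yellow fluorescence (Ex 488/Em 500-530) reported blocked Vif-mediated A3F-eYFP degradation.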
# Vif-A3G inh – inhibitors of Vif-APOBEC3G interaction; HeLa A3G-eYFP + Vif (tagged APOBEC3G with the HIV-1 protein that degrades it), YFP fluorescence, overnight; Q9HC16; Potency, µM (highest dose often 46.1 µM), without a hit: top-dose activity, negative = active, usual class: inhibitors; 410,000 tested, 0.076% active;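 also: potency is read from the fitted curve at half-maximal effect; % is scaled to controls: 0 for no effect and ±100 for the full control effect; nearly all actives have a fitted effect of over 60% in size; hits raise eYFP signal because A3G escapes Vif-driven loss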
# Target sequence (Q9HC16 whole entry, looked up): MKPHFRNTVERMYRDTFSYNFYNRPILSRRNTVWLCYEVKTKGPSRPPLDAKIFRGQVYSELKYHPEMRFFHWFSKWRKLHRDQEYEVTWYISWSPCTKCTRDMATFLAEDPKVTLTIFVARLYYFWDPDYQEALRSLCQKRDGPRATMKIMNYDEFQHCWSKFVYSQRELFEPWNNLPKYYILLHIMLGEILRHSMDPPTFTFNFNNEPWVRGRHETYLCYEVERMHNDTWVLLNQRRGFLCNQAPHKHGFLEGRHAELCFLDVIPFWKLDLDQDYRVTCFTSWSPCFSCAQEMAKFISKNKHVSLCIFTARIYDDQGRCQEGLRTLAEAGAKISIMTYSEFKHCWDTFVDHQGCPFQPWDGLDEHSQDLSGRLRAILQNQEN
#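 HeLa cells stably expressing Vif and C-terminally eYFP-tagged A3G, seeded overnight at 37 deg C, then exposed to compound by pintool overnight at 37 deg C. Rise in yellow fluorescence (Ex 488/Em 500-530, Acumen) marks blocked Vif-driven A3G degradation.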
# D2 antag – D2 dopamine receptor (human) antagonism; 340,000 tested, 2% active; HEK293 TREx D2 cells, calcium flux, dopamine EC80; AID 485344; inhibition, % at 10 µM; in the data active = inhibition above about 30%; also: 0% is about no effect
#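 Dopamine at EC80 is the agonist stimulus; test compounds precede it by 180 s. Calcium flux read kinetically in a force-coupled, inducible HEK293 T-REx D2 cell line.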
# ALOX12 inh – ALOX12 (human) lipoxygenase inhibition | P18054 | purified 12hLO, xylenol orange hydroperoxide absorbance | Potency, µM (top dose mostly 108 µM), inactives show at the top dose activity change, negative = inhibition, most hits filed as inhibitors | 580,000 tested, 1.1% active | AID 1671190; also: potency is read from the fitted curve at half-maximal effect; % is scaled to controls: 0 for no effect and ±100 for the full control effect
#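 Purified human 12hLO (150 nM final) in 25 mM Hepes, 0.01% Triton X-100, pH 7.0 was preincubated 15 min at room temperature with compound. Then 40 uM arachidonic acid was added, 30 min. Hydroperoxide was read by Fe-XO absorbance ratio 573/405 nm.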
# * hit, by the source's call; u = inconclusive; x = not tested or not shown; & = joins results of further samples; [ ] = another dose, or the depositor's remark. Unless noted, calls follow the shape of the dose curve; as a rule, active = well fitted curve in the direction sought with a large enough effect; inconclusive = small, poorly fitted or top-dose-only effect, or another doubt; inactive = no such curve, though single readings can be large; an effect the other way counts as inactive or inconclusive. Some of the compounds tested; rates above refer to the full screens.
1	CC12CCCCC1N(O)C(=O)C(=O)N2O (centres undefined)
2	COc1ccccc1NC(=S)Nc1ccccn1
3	O=C(NCCN1CCCC1)c1ccccc1Cl
4	CCOc1ccc(CNC(=O)c2ccc3c(c2)sc2nc(-c4ccccc4)cn23)cc1
5	Cc1cn([C@H]2C[C@H](O)[C@@H](CCC(=O)NCc3ccccc3)O2)c(=O)[nH]c1=O
6	CC1=C(C)CC(C(=O)Nc2nc(-c3ccc(C)cc3C)c(C)s2)C(C(=O)O)C1 (centres undefined)
7	COc1ccc(/C=C2\SC(=O)NC2=S)cc1OC
8	COC(=O)C(C)NC(=O)c1cn(-c2ccccc2OC)c(=O)c2ccccc12 (centres undefined)
entry no.	1	2	3	4	5	6	7	8
GRP78 ERSR act	-4%	1%	-2%	3%	-1%	-1%	8%	-1%
D2 agonist	0.9	0.8	0.7	0.3	x	0.5	25	x
LDHA block	0	-3	-7	-3	-11	-2	-6	-6
ERG-DNA inh	-2%	3%	-5%	0%	-4%	0%	47%[activator]	26%
RGS4 inh	-22%	-44%	20%	-19%	20%	27%	u	28%
Vif-A3F inh	-1%	2%	1%	5%	5%	0%	u	-3%
Vif-A3G inh	1%	-1%	-4%	3%	0%	-8%	-23%	0%
D2 antag	3	6	-10	x	x	-8	0	x
ALOX12 inh	-5%	40µM*	-12%	-22%	11%	-24%	40µM*	30%[activator]

9	O=C(NCc1ccc2c(c1)CCN2C(=O)c1ccncc1)c1ccccc1Br
10	CCCNC(=O)NC(=O)CN1CCCC1c1ccc2c(c1)OCCO2 (centres undefined)
11	O=C(Cn1c(=O)oc2ccccc21)N1CCCC1
12	O=C(COc1ccccc1[N+](=O)[O-])Nc1ccc(N2CCN(C(=O)c3cccs3)CC2)cc1
13	O=C(COc1ccccc1)Nc1cccc(-c2cn3cccnc3n2)c1
14	CC(C)CCNC(=O)Cn1nc(N2CCN(c3ccccc3)CC2)ccc1=O
15	CCCn1c2ccccc2c2cnn(CC(=O)NCCc3ccc(C)cc3)c(=O)c21
16	Cc1cc(NC(=O)CN2CCOCC2)n(-c2ccccc2)n1
entry no.	9	10	11	12	13	14	15	16
GRP78 ERSR act	-4%	-2%	-5%	-9%	1%&-1%	-1%	-1%	-1%
D2 agonist	0.7	2.6	0.8	0.5	-0.1&0.4	-0.1	-1.2	1.9
LDHA block	-5	-4	-4	-5	-11&6	4	-1	-5
ERG-DNA inh	-2%	-2%	-4%	-4%	-7%&-1%	2%	0%	3%
RGS4 inh	-10%	0%	-24%	-25%	-5%&-5%	-1%	-7%	-46%
Vif-A3F inh	8%	-19%	-11%	-12%	-4%&-10%	0%	0%	-3%
Vif-A3G inh	-4%	-3%	0%	-3%	-7%&-5%	-1%	-1%	-3%
D2 antag	x	2	12	-11	-33	x	x	-15
ALOX12 inh	5%	0%	2%	351%[activator]	5%&-22%	-6%	u	u

# Printed as active in ALOX12 inh, of those listed so far:
entry | canonical_smiles | GRP78 ERSR act | ERG-DNA inh | RGS4 inh | D2 antag | ALOX12 inh
2 | COc1ccccc1NC(=S)Nc1ccccn1 | 1% | 3% | -44% | 6 | 40µM*
7 | COc1ccc(/C=C2\SC(=O)NC2=S)cc1OC | 8% | 47%[activator] | u | 0 | 40µM*

# Part of the list above in another layout:
# Results follow in this order: GRP78 ERSR act	D2 agonist	LDHA block	ERG-DNA inh	RGS4 inh	Vif-A3F inh	Vif-A3G inh	D2 antag	ALOX12 inh
(12) O=C(COc1ccccc1[N+](=O)[O-])Nc1ccc(N2CCN(C(=O)c3cccs3)CC2)cc1
  -9%	0.5	-5	-4%	-25%	-12%	-3%	-11	351%[activator]
(13) O=C(COc1ccccc1)Nc1cccc(-c2cn3cccnc3n2)c1
  1%&-1%	-0.1&0.4	-11&6	-7%&-1%	-5%&-5%	-4%&-10%	-7%&-5%	-33	5%&-22%
(14) CC(C)CCNC(=O)Cn1nc(N2CCN(c3ccccc3)CC2)ccc1=O
  -1%	-0.1	4	2%	-1%	0%	-1%	x	-6%

# (listing goes on)
17	NC(=O)C(=O)N/N=C/c1cccc(C(F)(F)F)c1
18	COCCN(Cc1cc2c(C)cc(C)cc2nc1Cl)C(=O)c1ccccc1F
19	COc1ccc(NC(=O)CN(C)C(=O)c2ccc(N3CCCCC3)c([N+](=O)[O-])c2)cc1
20	CC(=O)N1c2ccccc2CC1C(=O)N1CCN(c2cccc(C)c2C)CC1 (centres undefined)
21	Cc1ccc(NC(=O)COC(=O)C2(C)CC2(Cl)Cl)cc1S(=O)(=O)N1CCOCC1 (centres undefined)
22	CCc1ccc(CN2CCC(C(=O)Nc3ccc(Oc4ccccc4)nc3)CC2)o1
23	Cc1ccc(CNC(=O)C2COc3ccccc3O2)cc1 (centres undefined)
24	CNC(=O)C1CCN(S(=O)(=O)c2c(C)noc2/C=C/c2ccc(OC)cc2)CC1
entry no.	17	18	19	20	21	22	23	24
GRP78 ERSR act	-1%	2%	-4%	-1%	-3%	1%	-5%	-1%
D2 agonist	-0.1	-0.7	-0.4	0.4	0.9	x	1.1	-0.1
LDHA block	-8	1	-4	-1	-4	-1	0	-2
ERG-DNA inh	-7%	0%	-1%	-1%	19%	8%	-2%	-2%
RGS4 inh	-14%	-1%	16%	0%	-30%	-1%	-9%	-1%
Vif-A3F inh	0%	-2%	-15%	0%	-11%	-2%	-11%	-4%
Vif-A3G inh	1%	2%	-1%	2%	1%	11%	-5%	3%
D2 antag	4	4	14	x	6	x	3	-10
ALOX12 inh	24%	12%	u	1%	6%	-22%	-1%	7%

25	CCc1ccc(N2C(=O)CC(N3CCN(Cc4ccc5c(c4)OCO5)CC3)C2=O)cc1 (centres undefined)
26	Cc1ccc(CCNC(=O)c2ccc(CS(=O)(=O)Cc3cccc(C)c3)o2)cc1
27	OCCCNc1nc(-c2ccc(Cl)cc2)nnc1-c1ccc(Br)cc1
28	O=C(O)COc1ccc(F)cc1Br
29	O=C(Nc1ccc(-n2cnnn2)cc1)C1CCC1
30	Cc1ccc(COn2nnc3ccc(S(=O)(=O)N4CCOCC4)cc32)cc1
31	CC(=O)NS(=O)(=O)c1ccc(NC(=O)c2cccc(OCc3c(C)noc3C)c2)cc1
32	O=C(COc1ncnc2ccccc12)Nc1ccc(S(=O)(=O)N2CCOCC2)cc1
entry no.	25	26	27	28	29	30	31	32
GRP78 ERSR act	-3%	-3%	-5%	-3%	-2%	-3%	2%	-3%
D2 agonist	-0.4	-0.5	0.1	1.2	0.0	0.0	-0.5	0.5
LDHA block	-6	0	-4	-4	-4	-1	-12	-8
ERG-DNA inh	1%	-5%	0%	u	1%	-4%	13%	-6%
RGS4 inh	-14%	31%	15%	-8%	-2%	2%	12%	2%
Vif-A3F inh	11%	3%	-1%	-10%	x	3%	-7%	0%
Vif-A3G inh	3%	4%	-1%	-1%	-5%	-2%	-7%	0%
D2 antag	-2	x	-14	-14	-4	-10	-33	-5
ALOX12 inh	10%	0%	u	-6%	0%	-14%	44%[activator]	11%

33	CC(=O)Nc1ccc(S(=O)(=O)NC2(C(F)(F)F)NC(=O)N(c3ccc(Cl)cc3)C2=O)cc1 (centres undefined)
34	CSc1nc(C(=O)N2CCCC(N3CCN(c4ccccc4C)CC3)C2)cs1 (centres undefined)
35	COc1ccc(C)cc1NC(=O)C1CCN(S(=O)(=O)c2ccc3[nH]c(=O)oc3c2)CC1
36	Cc1nnc2sc(-c3csc4c3CCCC4)nn12
37	Cc1ccc(C)c(S(=O)(=O)c2c(C)cc(C)[nH]c2=O)c1
38	Cc1cc(NCCCO)n2nc(-c3cccs3)cc2n1
39	CCOc1ccc(CCNC(=O)c2cccc(-n3cnnn3)c2)cc1OCC
40	Cc1ccc(NC(=O)N2CCN(Cc3ccc4c(c3)OCO4)CC2)cc1
entry no.	33	34	35	36	37	38	39	40
GRP78 ERSR act	-4%&-4%	-4%	-2%	2%	0%	-6%	-2%	-2%
D2 agonist	-0.2&-0.1	1.5	1.7	-2.5	0.2	-1.3	x	0.9
LDHA block	1&0	-4	-11	7	-2	-9	-2	-7
ERG-DNA inh	-6%&-2%	-20%	1%	6%	199%[activator]	2%	-18%	4%
RGS4 inh	-14%&19%	-10%	-4%	17%	5%	1%	12%	30%
Vif-A3F inh	3%&-8%	-3%	1%	-9%	-7%	-17%	0%	-3%
Vif-A3G inh	0%&1%	1%	-2%	-17%	2%	0%	-1%	-1%
D2 antag	16	39*	x	14	2	20	x	13
ALOX12 inh	u	0%	5%	-8%	x	5%	22%	-6%

41	COc1cc(CSC)nc(-c2ccccc2)n1
42	Cc1nc(C)n(CC(O)COc2ccc(C(=O)c3ccccc3)cc2)n1 (centres undefined)
43	O=C(Nc1cccc2c1[nH]c1ccccc12)C(F)(F)F
44	COc1cc(C(C)=O)ccc1OCC(=O)c1cc(C)n(C2CC2)c1C
entry no.	41	42	43	44
GRP78 ERSR act	0%	-3%	7%	-8%
D2 agonist	-0.4	1.0	1.2	0.2
LDHA block	-18	-4	3	-9
ERG-DNA inh	-9%	9%	9%	0%
RGS4 inh	30%	-2%	2%	12%[56.9 µM]
Vif-A3F inh	u	-2%	-2%	-8%
Vif-A3G inh	0%	-5%	-3%	0%
D2 antag	0	-8	-6	10
ALOX12 inh	15%	-5%	0%	0%
